# Akt phos inh: Akt phosphorylation inhibition; Neuro2A IGF-stimulated pAkt S473 HTRF, 20 min; active compounds read low; activity change, % for hits at 50 µM; hit rate 0.32% among 360,000; in the data active means activity change below about -80%; inconclusive means mostly about -51% to -80%; further: on the % scale 0 is the no-effect control and ±100 the full control effect
#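 Neuro2A cells in DMEM with 0.5% FBS, overnight at 37 deg C, given compound at single 50 µM final, then IGF (6 nM final) for 20 min at 37 deg C. Lysed; phospho-Akt Ser473 by HTRF after 24 h, 665/615 ratio.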
# Nrf2 ARE act: Nrf2 pathway activation | AREc32 ARE-luciferase reporter (MCF7-derived line), luminescence, 24 h | Potency, µM (highest dose often 46.1 µM), for inactives: at the highest dose activation, hits mostly activators | hit rate 0.31% among 410,000; further: potency means the concentration at half of the fitted maximal effect; % of control where 0% means no effect; nearly all actives have a fitted effect of over 65% in size
#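 AREc32_Fluc, 1000 cells/well, OPTI-MEM + 5% FBS, o/n 37 deg C 5% CO2; 23 nL cpd by pin tool, 24 hr; Steady-Glo 30 min RT, luminescence.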
# A549 tox: kills or reduces viability of A549 cells in Nrf2 counter-screen; AID 504648; hit rate 0.16% among 390,000; Potency, µM (series often up to 46 µM), inactives show at the highest dose activity change, negative = cytotoxicity, hits mostly inhibitors; A549 ARE-Fluc cells, CellTiter-Fluor viability, 18-24 h; further: potency means the concentration at half of the fitted maximal effect; on the % scale 0 is the no-effect control and ±100 the full control effect
#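 A549 ARE-Fluc cells in 5% FBS OPTI-MEM, 5000 cells/well, rested 2 h then exposed to compounds in concentration-response for 18-24 h at 37 °C. Viability by CellTiter-Fluor fluorescence (Ex 405/Em 525) after 30 min; luciferase luminescence (BugLite, 15 min, RT) read afterwards.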
# Nrf2 block: Nrf2 pathway inhibition. hit rate 2.1% among 360,000. AID 504444. A549 ARE-Fluc reporter, luciferase luminescence, 18-24 h. Potency, µM (titrated, usually from 46 µM), for the others: at the highest dose activity change, negative = inhibition, usual class: inhibitors; further: potency means the concentration at half of the fitted maximal effect; on the % scale 0 is the no-effect control and ±100 the full control effect; nearly all actives have a fitted effect of over 60% in size
#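 Cells were seeded and rested 2 h, then exposed to compounds for 18-24 h. CellTiter-Fluor was read first as a viability measure. BugLite was added 15 min before the final luminescent read of ARE-luciferase activity in A549 cells.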
# Mm-Cpn inhibitor: inhibitors of Methanococcus maripaludis chaperonin (MmCpn). Potency, µM (titrated, usually from 76.9 µM), for the others: top-dose activity, negative = inhibition, most hits filed as inhibitors. hit rate 0.031% among 330,000. AID 504842. purified Mm-Cpn ATPase, ADP Transcreener TR-FRET; further: potency means the concentration at half of the fitted maximal effect; on the % scale 0 is the no-effect control and ±100 the full control effect; nearly all actives have a fitted effect of over 80% in size
#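 ATPase turnover read by TR-FRET ADP competition (Eu cryptate antibody/ADP-d2, 665/590 nm): 10uM ATP final, 25nM Mm-CPN final, 30 min 37degC after 10-min compound preincubation, pH 7.4 Tris/KCl/MgCl2/DTT buffer.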
# EPAC2 antag: antagonists of human EPAC2 | Q8WZA2 | EPAC2 GEF exchange of Rap1B-BODIPY-GDP, fluorescence | Potency, µM (doses to about 114 µM), for the others: top-dose activity, negative = inhibition, actives largely listed as inhibitors | hit rate 0.18% among 360,000 | AID 720708; further: potency means the concentration at half of the fitted maximal effect; on the % scale 0 is the no-effect control and ±100 the full control effect; nearly all actives have a fitted effect of over 45% in size; many of its hits are not listed in these tables
# Target sequence (Q8WZA2 whole entry, looked up): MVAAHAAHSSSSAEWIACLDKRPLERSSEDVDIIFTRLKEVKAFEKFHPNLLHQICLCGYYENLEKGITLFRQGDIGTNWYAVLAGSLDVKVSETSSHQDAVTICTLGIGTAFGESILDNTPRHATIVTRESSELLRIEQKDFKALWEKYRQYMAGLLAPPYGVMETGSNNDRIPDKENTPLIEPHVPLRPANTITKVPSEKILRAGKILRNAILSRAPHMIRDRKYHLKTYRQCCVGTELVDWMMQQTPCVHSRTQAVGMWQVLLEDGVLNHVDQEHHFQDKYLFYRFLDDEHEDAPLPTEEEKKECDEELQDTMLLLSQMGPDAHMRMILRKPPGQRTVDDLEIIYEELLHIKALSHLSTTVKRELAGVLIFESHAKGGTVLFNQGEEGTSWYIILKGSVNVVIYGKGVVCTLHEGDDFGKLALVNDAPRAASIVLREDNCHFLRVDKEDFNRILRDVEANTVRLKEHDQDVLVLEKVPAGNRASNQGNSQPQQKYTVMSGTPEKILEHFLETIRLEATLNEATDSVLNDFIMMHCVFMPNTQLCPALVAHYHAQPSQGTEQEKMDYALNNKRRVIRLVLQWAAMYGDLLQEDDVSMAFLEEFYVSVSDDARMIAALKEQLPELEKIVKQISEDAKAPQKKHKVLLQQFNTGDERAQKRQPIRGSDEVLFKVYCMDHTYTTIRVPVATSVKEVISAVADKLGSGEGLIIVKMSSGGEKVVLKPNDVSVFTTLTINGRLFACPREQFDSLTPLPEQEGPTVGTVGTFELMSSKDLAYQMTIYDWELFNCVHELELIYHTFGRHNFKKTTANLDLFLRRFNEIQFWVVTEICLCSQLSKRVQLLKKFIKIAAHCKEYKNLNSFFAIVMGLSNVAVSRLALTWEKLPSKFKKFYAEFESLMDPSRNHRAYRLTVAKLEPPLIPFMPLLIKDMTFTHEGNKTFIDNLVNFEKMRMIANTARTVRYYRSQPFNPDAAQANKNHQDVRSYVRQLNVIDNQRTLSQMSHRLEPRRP
# EPAC2 ag: agonists of human EPAC2 (RAPGEF4). Q8WZA2. EPAC2 activation, biochemical qHTS; response scale: 100% = 6.5 mM cAMP response. Potency, µM (top dose mostly 154 µM), for the others: at the highest dose activation, actives largely listed as activators. hit rate 0.079% among 360,000. AID 720711; further: potency means the concentration at half of the fitted maximal effect; nearly all actives have a fitted effect of over 50% in size
#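 In this primary screen, activation is scored as increased exchange of BODIPY-GDP from Rap1B by 100 nM EPAC2, with 50 uM GDP as competitor. Signal is normalized to the 6.5 mM cAMP agonist control.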
# TGFb SMAD3 inh: TGF-b pathway inhibition. Potency, µM (titrated, usually from 46.1 µM), without a hit: at the highest dose activity, negative = inhibition, most hits filed as inhibitors. hit rate 1.2% among 410,000. HepG2 CAGA-GFP TGF-b/SMAD3 reporter, GFP fluorescence, 18 h; TGF-beta stimulated, 500 pg/mL final; further: potency means the concentration at half of the fitted maximal effect; on the % scale 0 is the no-effect control and ±100 the full control effect; nearly all actives have a fitted effect of over 65% in size
#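 Inhibition was scored as loss of TGF-beta-induced (500 pg/mL final, 18 hours, 37 degrees C) GFP in HEPG2 cells carrying a CAGA-GFP reporter, in DMEM with 1% FBS. Well GFP was summed per cell; Activity was normalised to unstimulated and stimulated DMSO wells, then concentration-response fitting.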
# CCT modulator: changes cytosolic chaperonin activity; activity change, % (no concentration beside the values), hits read low; hit rate 0.3% among 360,000; purified chaperonin ATPase assay, HTRF ADP detection, 30 min; AID 651819; in the data active means activity change below about -30%; further: on the % scale 0 is the no-effect control and ±100 the full control effect
#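 Nucleotide hydrolysis assay: TRiC at 20–40 nM final (set by batch activity) with 10 uM ATP, 30 min at 37 °C, in presence of 76 uM compound. Detection by competitive ADP HTRF, 30 min ambient.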
# Numbers without * were called inactive; i = inactive; u = inconclusive; x = no result given. Unless noted, the call rests on the fitted dose curve; in most records, active means well fitted curve in the direction sought with a large enough effect; inconclusive means small, poorly fitted or top-dose-only effect, or another doubt; inactive means no such curve, though single readings can be large; an effect the other way counts as inactive or inconclusive. Some of the compounds tested. The share of hits here may be higher or lower than overall.
SMILES,Akt phos inh,Nrf2 ARE act,A549 tox,Nrf2 block,Mm-Cpn inhibitor,EPAC2 antag,EPAC2 ag,TGFb SMAD3 inh,CCT modulator
COc1cccc(/C=C/C(=O)OCC(=O)c2ccc(C)c(C)c2)c1OC,i,0.1%,4%,-14%,-1%,3%,9%,-3%,-1.4
Cc1nc2n(n1)C(c1ccccc1)C1=C(CC(c3ccco3)CC1=O)N2 (stereo not given),i,0.1%,0%,-4%,-2%,-11%,5%,2%,-3.8
NC(=O)CSc1oc(-c2ccco2)nc1S(=O)(=O)c1ccc(F)cc1,i,0.2%,-1%,-1%,1%,2%,10%,-3%,-0.9
CC(Sc1nnc(CNc2cccc3ccccc23)n1-c1ccccc1)C(=O)N/N=C/c1ccco1 (stereo not given),i,0.7%,-4%,-7%,1%,-7%,13%,-1%,-3.7
O=C(NC(=S)Nc1cccc2[nH]ncc12)c1ccccc1,i,8.5%,0%,u,-24%,7%,2%,5%,2.1
COc1ccc(NC(=O)Cn2c(=O)n(Cc3ccc(C(=O)NCc4ccccc4Cl)cc3)c(=O)c3ccccc32)cc1,x,0.3%,1%,-4%,x,x,x,5%,x
N=C(c1cccc([N+](=O)[O-])c1)N1CCCCCC1,i,-0.1%,1%,6%,-3%,-5%,-7%,-21%,-2.4
Clc1ccc(-c2cnn3c(-c4ccncc4)ccnc23)cc1,i,9.2%,-12%,u,1%,-8%,0%,-8%,-2.4
CN(C)c1nc(Oc2ccc(=O)n(-c3ccccc3)n2)nc(N2CCOCC2)n1,i,1.7%,-1%,u,0%,9%,2%,-11%,1.5
CCN(CC(=O)Nc1c(F)cccc1F)C(=O)c1ccc(S(=O)(=O)N2CCCCCC2)cc1,i,-0.7%,-4%,-19%,-1%,9%,15%,0%,0.1
[O-][n+]1ccccc1SC/C=C/c1ccccc1,i,4.1%,3%,8%,-1%,1%,-4%,u,0.0
CC1CCN(CCCNC(=O)c2ccc3c(=O)n(Cc4ccc(Cl)cc4)c(=S)[nH]c3c2)CC1,i,-0.2%,-8%,-2%,-2%,-22%,-3%,2%,0.1
CC1(c2nnc(Cc3ccccc3)o2)CC(c2ccc(F)cc2)=NO1 (stereo not given),i,-0.4%,-4%,4%,x,16%,3%,u,0.9
CCCOC(=O)CC1C(=O)NCCN1Cc1ccccc1C (stereo not given),i,0.1%,-2%,3%,x,1%,1%,-12%,-1.2
CC(C)(C)C1CCc2c(sc3nc(-c4cc5ccccc5oc4=O)[nH]c(=O)c23)C1 (stereo not given),x,-0.9%,2%,22%,x,x,x,-3%,x
CCOc1cc(C#N)c(NC(=O)Cn2nnc(-c3ccc(C)cc3)n2)cc1OCC,x,0.4%,-6%,-15%,x,x,x,-8%,x
O=c1oc2ccccc2c(Nc2ccc(F)cc2)c1[N+](=O)[O-],i,28%,-13%,-25%,1%,6%,0%,u,-1.6
COc1cc(NC(=O)c2cc(C)no2)c(OC)cc1Cl,i,5.8%,0%,8%,-5%,-6%,0%,11%,0.3
Cc1ccc(C)c(Oc2nnnn2-c2ccccc2)c1,-115%*,0.2%,0%,7%,1%,u,11%,7%,0.6
CC(C)CNc1ncnc2c1ncn2[C@H]1CN(CCc2ccccc2)C[C@@H](CO)O1,i,3.5%,x,x,x,3%,-2%,1%,-2.1
Clc1cccc(Cl)c1-c1noc(CN2CCOCC2)n1,i,-0.1%,0%,u,-1%,0%,7%,2%,-0.4
CCCS(=O)(=O)n1nc(-c2ccc(Br)cc2)cc1N,i,0.2%,1%,9%,-1%,-8%,-5%,-6%,-1.7
Cc1ccc(SCCNS(=O)(=O)c2ccc(F)cc2)cc1,i,0.1%,-13%,-6%,4%,-3%,-1%,u,-0.8
N/C(=N\OS(=O)(=O)c1ccc(Cl)cc1)c1cccnc1,i,-0.5%,-8%,14%,1%,14%,-2%,5%,2.8
Cc1ccc(-n2cc(CNC(C)Cn3cncn3)c(-c3ccc(F)cc3)n2)cc1 (stereo not given),i,5.1%,2%,0%,3%,-8%,1%,-13%,-7.3
CC(Oc1ccc(F)cc1)C(=O)Nc1cc(S(=O)(=O)N2CCOCC2)ccc1N1CCCCC1 (stereo not given),i,2.4%,u,21µM*,-3%,-13%,1%,-11%,1.9
CC1(c2cnc(Nc3ccccc3)s2)CCC(=O)O1 (stereo not given),i,0.1%,-6%,14%,x,5%,4%,3%,-0.1
Cc1ccc(N2CCN(/N=C/C(Cl)=C/c3ccccc3)CC2)cc1,i,-0.2%,-1%,-9%,1%,-3%,-8%,0%,1.3

# Fetched by compound from the list above, 2 records:
SMILES,Akt phos inh,Nrf2 ARE act,A549 tox,Nrf2 block,Mm-Cpn inhibitor,EPAC2 antag,EPAC2 ag,TGFb SMAD3 inh,CCT modulator
Cc1ccc(SCCNS(=O)(=O)c2ccc(F)cc2)cc1,i,0.1%,-13%,-6%,4%,-3%,-1%,u,-0.8
CCCS(=O)(=O)n1nc(-c2ccc(Br)cc2)cc1N,i,0.2%,1%,9%,-1%,-8%,-5%,-6%,-1.7

# In the list so far, these have a Cl atom:
SMILES,Akt phos inh,Nrf2 ARE act,A549 tox,Nrf2 block,Mm-Cpn inhibitor,EPAC2 antag,EPAC2 ag,TGFb SMAD3 inh,CCT modulator
COc1ccc(NC(=O)Cn2c(=O)n(Cc3ccc(C(=O)NCc4ccccc4Cl)cc3)c(=O)c3ccccc32)cc1,x,0.3%,1%,-4%,x,x,x,5%,x
Clc1ccc(-c2cnn3c(-c4ccncc4)ccnc23)cc1,i,9.2%,-12%,u,1%,-8%,0%,-8%,-2.4
CC1CCN(CCCNC(=O)c2ccc3c(=O)n(Cc4ccc(Cl)cc4)c(=S)[nH]c3c2)CC1,i,-0.2%,-8%,-2%,-2%,-22%,-3%,2%,0.1
COc1cc(NC(=O)c2cc(C)no2)c(OC)cc1Cl,i,5.8%,0%,8%,-5%,-6%,0%,11%,0.3
Clc1cccc(Cl)c1-c1noc(CN2CCOCC2)n1,i,-0.1%,0%,u,-1%,0%,7%,2%,-0.4
N/C(=N\OS(=O)(=O)c1ccc(Cl)cc1)c1cccnc1,i,-0.5%,-8%,14%,1%,14%,-2%,5%,2.8
Cc1ccc(N2CCN(/N=C/C(Cl)=C/c3ccccc3)CC2)cc1,i,-0.2%,-1%,-9%,1%,-3%,-8%,0%,1.3

# Bioassay records from PubChem.
